Cardiac RTF inh = cardiac RTF calcium desensitization; P19429+P45379; IANBD-labeled cardiac RTF, Ca2+ fluorescence; inhibition, % at 7.15 µM; 340,000 tested, 0.12% active; AID 493244;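 active = inhibition above the mean inhibition of all tested compounds plus 3 SD, cut at about 17% in these data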;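 also: assay run at fixed EC70 calcium of 1.6 mM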
V-ATPase pHluor = yeast V-ATPase proton transport regulation by pHLuorin | S. cerevisiae, pHLuorin cytosolic pH fluorescence | response, % at 10 µM | 350,000 tested, 0.37% active | AID 504577; in the data active = response mostly above about 7.3%, no sharp cut-off; inactive = mostly below about 5.4%; also: actives read high; inactives centre near 0; some compounds called inactive have numbers as strong as hits; reference of the scale not given here
cardiac RTF act = cardiac RTF calcium sensitization; IANBD-labeled TnC RTF fluorescence at EC20 calcium; 0% EC20 calcium, 100% full calcium; AID 493008; 340,000 tested, 0.24% active; P19429+P45379; activation, % at 7.2 µM;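 active = activation above the mean over all tested compounds plus 3 SD, cut at about 30% in these data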;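 also: rise in fluorescence read as greater calcium sensitivity of cardiac thin filaments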
MOR-DOR inv ag = inverse agonists of human mu-delta opioid receptor heterodimerization; cell-based MOR-DOR heterodimer luminescence, inverse agonism; 340,000 tested, 0.21% active; inhibition, % at 9.3 µM; in the data active = inhibition above about 22%, passing the limit was not always enough;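 also: 0% = cells with DMSO and 100% = wells without cells with DMSO; values of inactives mirror those of a sister screen read the other way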
Target sequence (P35372 whole entry, looked up): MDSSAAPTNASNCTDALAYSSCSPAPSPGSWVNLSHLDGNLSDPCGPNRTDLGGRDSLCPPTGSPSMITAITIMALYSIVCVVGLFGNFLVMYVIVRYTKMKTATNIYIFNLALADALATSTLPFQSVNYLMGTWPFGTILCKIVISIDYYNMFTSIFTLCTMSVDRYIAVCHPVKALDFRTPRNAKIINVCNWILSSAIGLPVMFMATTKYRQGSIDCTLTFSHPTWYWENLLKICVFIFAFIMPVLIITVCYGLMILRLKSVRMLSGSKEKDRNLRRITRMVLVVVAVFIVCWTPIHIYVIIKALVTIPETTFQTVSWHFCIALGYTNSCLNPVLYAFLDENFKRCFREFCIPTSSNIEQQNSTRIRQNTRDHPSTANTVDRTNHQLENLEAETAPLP
Target sequence (P41143 whole entry, looked up): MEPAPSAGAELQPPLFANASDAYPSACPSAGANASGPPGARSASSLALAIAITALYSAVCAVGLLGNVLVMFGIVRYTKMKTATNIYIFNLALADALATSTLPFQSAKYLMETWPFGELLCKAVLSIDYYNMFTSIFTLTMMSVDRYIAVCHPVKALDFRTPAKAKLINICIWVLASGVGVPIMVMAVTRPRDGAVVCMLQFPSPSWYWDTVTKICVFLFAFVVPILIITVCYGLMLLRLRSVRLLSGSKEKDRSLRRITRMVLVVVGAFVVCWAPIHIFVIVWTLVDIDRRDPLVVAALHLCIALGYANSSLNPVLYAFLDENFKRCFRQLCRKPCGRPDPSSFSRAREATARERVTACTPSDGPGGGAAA
Keap1-Nrf2 PPI = inhibitors of human Keap1-Nrf2 protein-protein interaction; Keap1 Kelch-Nrf2 peptide fluorescence polarization, 1536-well; 340,000 tested, 0.15% active; Q14145; AID 504523; inhibition, % at 9.4 µM; in the data active = inhibition above about 12%;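 also: human Keap1 Kelch domain with fluorescein labeled Nrf2 9mer peptide probe; 0% = neutral control wells and 100% = peptide positive control; higher means more block of Keap1 binding to Nrf2 peptide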
Arr AP2 block = blocks beta-arrestin peptide binding to AP2 adaptin | FITC-arrestin peptide / GST-AP2 beads, flow cytometry; AP2 beta2 appendage carries R879A mutation | inhibition, % at 10 µM | 340,000 tested, 0.31% active;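 active = inhibition above a set limit, near 3 SD of compounds lacking own fluorescence, cut at about 54% in these data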;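 also: plate controls were DMSO wells for no effect and 5 µM unlabelled arrestin peptide for full effect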
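System: GST-AP2 R879A glutathione beads; medium: PBS, Tween 20 0.05%, BSA 0.1%; reagent: fluorescein-tagged arrestin peptide at 50 nM final; schedule: pre-incubation 12 min, peptide binding 1 h, room temperature; detection: flow cytometry, FL1 (488/535 nm); read-out: inhibition as reduced fluorescein signal on beads, percent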
DSG3 Ab inh = blocks pemphigus antibody binding to human desmoglein-3 | 310,000 tested, 0.48% active | P32926 | DSG3-coupled beads, scFv-anti-DSG3-GFP binding, flow cytometry; stronger effect = lower value | binding (percent of control), % at 10 µM | AID 588358;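 active = binding more than 3 SD below its plate's average and above zero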;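 also: hits lower antibody fragment binding to DSG3; some compounds called inactive have numbers as strong as hits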
Wnt bcat act = activators of Wnt/beta-catenin signaling; Wnt/beta-catenin reporter cell assay, activator, plate reader; activation, % at 9.35 µM; 300,000 tested, 1.2% active; AID 743398; in the data active = activation above about 30%, passing the limit was not always enough;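 also: 0% = neutral control wells and 100% = positive control wells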
C-LANA FP = blocks KSHV LANA C-terminal domain binding to DNA; MBP-C-LANA/FAM-LBS DNA binding, fluorescence polarization; inhibition, % at 9 µM; 340,000 tested, 0.078% active; AID 504423;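 active = highest replicate inhibition at or above 60% at 9 µM, even if other replicates fall short; inactive = all replicates below 60% inhibition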;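 also: 0% = neutral control wells and 100% = 4 µM acridine orange control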
MOR-DOR ag = agonists of human mu-delta opioid receptor heterodimerization; P35372+P41143; cells, OPRM1-OPRD1 heterodimerization, luminescence; activation, % at 9.3 µM; 340,000 tested, 0.3% active; AID 504326; in the data active = activation above about 18%;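 also: 0% = vehicle-treated cells and 100% = reference agonist; values of inactives mirror those of a sister screen read the other way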
* hit, by the source's call; . = no result given. Rows were taken by chance; 3.1% or so of the library scored in one or more.

SMILES	Cardiac RTF inh	V-ATPase pHluor	cardiac RTF act	MOR-DOR inv ag	Keap1-Nrf2 PPI	Arr AP2 block	DSG3 Ab inh	Wnt bcat act	C-LANA FP	MOR-DOR ag
O=C(O)CC(NC(=O)C12CC3CC(CC(C3)C1)C2)c1cc([N+](=O)[O-])ccc1Cl (centres undefined)	-6	-1	2	2	6	-8	115	-1	0.5	-0.3
Cc1csc(SC(C)C(=O)NC2CCCCC2C)n1 (centres undefined)	-7	0	5	3	0	-6	100	1	3.0	-0.6
COc1ccccc1OC1=NS(=O)(=O)c2ccccc21	-6	0	-6	15	0	29	107	1	1.1	-3.5
Cc1onc(-c2ccccc2Cl)c1C(=O)Nc1ccc(-n2nncc2C(C)(C)C)cc1	7	3	-5	0	-5	1	99	-2	1.4	0.1
COCC1CCN(Cc2cn[nH]c2-c2ccc(OC)cc2F)C1 (centres undefined)	1	0	1	7	-9	-2	96	0	-1.2	-1.3
COc1ccccc1/C=C/C=C(\C#N)C(=O)NC(C)c1ccccc1 (centres undefined)	-3	0	4	-35	-6	-4	118	1	-1.6	4.4
Cc1cc(Cl)c(S(=O)(=O)NC2CCCC2)cc1OCC(=O)NC1CCCCC1	-7	3	-2	-25	-4	4	99	-8	0.9	4.9
Cc1ccc(C)n1NC(=O)c1ccccc1	-6	2	0	9	0	-1	102	.	-1.6	-1.6
N#Cc1ccc(-c2csc(NNC(=O)c3ccc(Br)cc3)n2)cc1	-5	-2	1	-7	2	-11	98	.	0.0	1.5
O=c1cc(-c2ccc(C3CCCCC3)cc2)[nH][nH]1	10	2	-1	8	3	14	104	3	1.0	-1.5
O=C(C1CCCN(S(=O)(=O)c2cnc[nH]2)C1)N1CCN(Cc2ccccc2)CC1 (centres undefined)	-8	2	-1	-3	1	0	104	-4	-0.8	0.5
Cc1nn(-c2ccccc2)c(C)c1/C=C1\C(=O)N(C)C(=S)N1C	-20	0	7	0	0	4	99	-1	1.1	0.0
CC(CCN1CCN(c2ccccn2)CC1)c1ccccc1 (centres undefined)	-1	0	-7	-2	-3	27	98	0	1.0	0.3
CCOC(=O)c1ccc(NC(=S)N(CCCN2CCCCCC2)Cc2ccco2)cc1	-2	1	-1	-2	-2	-4	113	.	0.8	0.3
CCc1ccc(C(=O)OCC(=O)NCCNC(=O)COC(=O)c2ccc(CC)cc2)cc1	-5	1	-1	-4	0	-6	.	0	-0.2	0.7
O=C(O)c1cccc(Nc2ccc([N+](=O)[O-])cn2)c1	-11	-8	3	21	-1	1	107	1	1.0	-4.2
COc1ccc(/C=N/n2c(=O)[nH]c3c([nH]c4ccc(F)cc43)c2=O)cc1CN1CCCCC1	-1	-6	1	13	1	14	102	-4	0.4	-2.6
CCOC(=O)C1=C(COC(=O)COc2ccc(C(=O)CC)cc2)NC(=O)NC1C (centres undefined)	-4	0	-4	8	4	15	97	-3	-0.3	-1.5
COc1ccc(/C=C2/S/C(=N/S(=O)(=O)Cc3ccccc3)NC2=O)cc1OC	3	-1	2	1	4	-8	106	-1	1.3	-0.2
Cc1ccc(Sc2c(CO)c(-c3ccccc3)nn2C)cc1	-6	-6	-2	1	-3	38	98	-8	0.0	-0.2
COc1ccc(C(=O)NC(C)c2ccc(-n3ccnc3)cc2)cc1S(=O)(=O)N1CCOCC1 (centres undefined)	0	-10	2	6	-3	6	101	0	0.3	-1.3
O=C(NNc1ccccc1)C(=O)NNS(=O)(=O)c1ccc(CCCl)cc1	-21	0	2	23	-4	-9	101	-2	0.8	-4.5
Cc1cc2ncn(C(=O)c3cc(-c4ccccc4)nc4ccccc34)c2cc1C	4	2	-2	2	2	-4	98	-1	0.0	-0.4
O=S1(=O)c2ccccc2N=NN1Cc1ccc(Cl)cc1	3	4	-9	-6	-3	6	.	4	-1.2	1.1
COc1ccccc1-c1nnc2n1N=C(c1ccc(OC(F)F)c(OCC3CC3)c1)CS2	3	6	10	0	-1	3	91	-3	1.9	-0.1
COc1ccc(NC(=O)c2nnn(CC(=O)Nc3ccc4c(c3)OCO4)c2N)cc1OC	1	0	-4	10	-3	-3	.	-2	1.0	-2.0
C=CCn1c(CSc2nc3ccccc3s2)nnc1SCC(=O)NCc1cccnc1	-3	2	13	13	-3	1	102	-8	-1.9	-2.2
O=C(C1=C(O)C(=O)N(c2ncccn2)C1c1cccs1)c1ccco1 (centres undefined)	-10	-3	4	23	3	1	100	-8	15	-4.0
N#Cc1ccc(S(=O)(=O)Nc2ccc3ccccc3n2)cc1	-5	7	-5	5	-5	4	116	1	-2.1	-0.9
CCCCCN(C(=O)COC(=O)COc1c(C)cc(C)cc1C)c1c(N)n(CCCC)c(=O)[nH]c1=O	6	1	-1	16	1	20	96	-2	0.1	-3.0
Cc1ccc(-n2nc(C(=O)O)c3ccccc3c2=O)cc1C	-12	1	2	2	-3	6	.	.	-0.7	-0.4
O=C(COc1ccccc1)NCC(=O)N1CCCC1	-7	1	2	4	2	36	94	-1	0.5	-0.6
O=C(NCc1ccco1)C1CCN(c2nc3ccccc3n2Cc2ccccc2F)CC1	-6	0	4	-3	-3	12	100	-3	0.5	0.5
COc1ccccc1-c1nnc2sc(COc3ccc(F)cc3)nn12	0	-2	-7	-7	1	33	.	-1	1.5	1.1
CCOC(=O)c1ccc(Nc2nc(C(=O)OCC)nc3ccccc23)cc1	-1	1	-3	-23	2	11	110	.	0.9	3.9
COc1cc(NC(=S)N2CCN(S(=O)(=O)c3ccccc3)CC2)cc(OC)c1	-4	3	-2	5	0	-3	.	2	0.4	-1.0
COc1cccc(CN(c2ccccc2C(=O)O)S(=O)(=O)c2ccc(C)cc2)c1	-1	2	-1	8	-3	-1	101	-3	1.8	-1.8
O=C(CN1C(=O)NC2(CCCCCC2)C1=O)Nc1ccccc1[N+](=O)[O-]	0	0	-1	-3	1	-18	93	-2	0.4	0.5
Cc1ccc(NC2=C(N3CCCCC3)C(=O)c3ccccc3C2=O)cc1	5	0	-15	-29	-2	18	120	.	-0.2	5.0
CCC(C)NC(=O)CN(c1ccc(OC)cc1)S(=O)(=O)c1ccccc1 (centres undefined)	-2	-2	-8	17	-2	-3	105	-8	2.4	-3.2
CC(=O)Nc1cccc(-c2nc3ccccc3o2)c1	-3	4	-2	0	-4	8	95	4	-0.3	-0.1
CC1CCCCC12NC(=O)N(CC(=O)Nc1ccc(S(=O)(=O)N3CCOCC3)cc1)C2=O (centres undefined)	-9	8	4	9	1	-9	102	.	-0.3	-2.1
CCC(=O)N(c1nnc(SCC(=O)Nc2ccccc2Cl)s1)C1CC1	1	2	-3	4	-4	-10	.	4	-0.1	-1.1
CCCn1nc(NC(=O)C2CCCO2)c2cc3cccc(C)c3nc21 (centres undefined)	.	-5	.	.	-5	38	96	-1	-1.5	.
COc1ccc2cnn(-c3ccccc3)c(=O)c2c1OC	-4	-2	-5	14	0	0	102	.	-0.6	-2.6
CC(OC(=O)CCC(=O)c1cccs1)C(=O)NC1CCCCC1C (centres undefined)	-9	6	-5	20	-3	-3	.	0	-1.1	-5.2
C=CCOC(=O)CC(NC(=O)c1ccccc1)c1ccccc1 (centres undefined)	-9	1	3	13	2	-5	.	.	-0.3	-2.5
CCN(CC)c1ccc2c(O)cc(=O)oc2c1	-2	-5	-1	-5	-3	1	107	-1	-1.4	1.0

An excerpt from above in order of count of non-hydrogen atoms, lowest first:
SMILES	Cardiac RTF inh	V-ATPase pHluor	cardiac RTF act	MOR-DOR inv ag	Keap1-Nrf2 PPI	Arr AP2 block	DSG3 Ab inh	Wnt bcat act	C-LANA FP	MOR-DOR ag
Cc1ccc(C)n1NC(=O)c1ccccc1	-6	2	0	9	0	-1	102	.	-1.6	-1.6
CCN(CC)c1ccc2c(O)cc(=O)oc2c1	-2	-5	-1	-5	-3	1	107	-1	-1.4	1.0
O=C(COc1ccccc1)NCC(=O)N1CCCC1	-7	1	2	4	2	36	94	-1	0.5	-0.6
O=S1(=O)c2ccccc2N=NN1Cc1ccc(Cl)cc1	3	4	-9	-6	-3	6	.	4	-1.2	1.1
COc1ccc2cnn(-c3ccccc3)c(=O)c2c1OC	-4	-2	-5	14	0	0	102	.	-0.6	-2.6
N#Cc1ccc(S(=O)(=O)Nc2ccc3ccccc3n2)cc1	-5	7	-5	5	-5	4	116	1	-2.1	-0.9
COCC1CCN(Cc2cn[nH]c2-c2ccc(OC)cc2F)C1 (centres undefined)	1	0	1	7	-9	-2	96	0	-1.2	-1.3
CC(OC(=O)CCC(=O)c1cccs1)C(=O)NC1CCCCC1C (centres undefined)	-9	6	-5	20	-3	-3	.	0	-1.1	-5.2
CCCn1nc(NC(=O)C2CCCO2)c2cc3cccc(C)c3nc21 (centres undefined)	.	-5	.	.	-5	38	96	-1	-1.5	.
O=C(NNc1ccccc1)C(=O)NNS(=O)(=O)c1ccc(CCCl)cc1	-21	0	2	23	-4	-9	101	-2	0.8	-4.5
CCOC(=O)c1ccc(Nc2nc(C(=O)OCC)nc3ccccc23)cc1	-1	1	-3	-23	2	11	110	.	0.9	3.9
O=C(O)CC(NC(=O)C12CC3CC(CC(C3)C1)C2)c1cc([N+](=O)[O-])ccc1Cl (centres undefined)	-6	-1	2	2	6	-8	115	-1	0.5	-0.3
CCOC(=O)C1=C(COC(=O)COc2ccc(C(=O)CC)cc2)NC(=O)NC1C (centres undefined)	-4	0	-4	8	4	15	97	-3	-0.3	-1.5
Cc1onc(-c2ccccc2Cl)c1C(=O)Nc1ccc(-n2nncc2C(C)(C)C)cc1	7	3	-5	0	-5	1	99	-2	1.4	0.1
O=C(NCc1ccco1)C1CCN(c2nc3ccccc3n2Cc2ccccc2F)CC1	-6	0	4	-3	-3	12	100	-3	0.5	0.5

Next part.
SMILES	Cardiac RTF inh	V-ATPase pHluor	cardiac RTF act	MOR-DOR inv ag	Keap1-Nrf2 PPI	Arr AP2 block	DSG3 Ab inh	Wnt bcat act	C-LANA FP	MOR-DOR ag
Cc1cc(C)c(OCCN2CCOCC2)c(Cl)c1	-2	-2	-7	12	-2	3	99	1	-0.3	-2.4
O=C(c1cc2ccccc2o1)N1CCN(S(=O)(=O)/C=C/c2ccccc2)CC1	-2	-2	7	-10	-1	-10	104	-2	-0.4	1.9
C=C(C)c1ccccc1NC(=O)CCN1C(=O)c2ccccc2S1(=O)=O	1	-6	-9	9	3	20	112	0	-1.2	-1.7
O=C(CN1CCN(Cc2ccccc2F)C1=O)NCC1CCCO1 (centres undefined)	-4	-8	0	0	3	-12	90	-11	-0.7	0.0

Bioassay records: PubChem BioAssay, several laboratories
